SW480 rerep = induces DNA re-replication in SW480 colon adenocarcinoma cells. 340,000 tested, 1.8% active. SW480 DNA re-replication, Hoechst DNA content imaging, 48 h. Potency, µM (highest dose often 46.1 µM), for inactives: at the highest dose re-replication activation, hits mostly activators; note: potency is the fitted concentration of half-maximal effect; % of control where 0% means no effect; nearly all actives have a fitted effect of over 55% in size
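Readout is total intensity of Hoechst-stained nuclei, excited at 405 nm and collected at 500-530 nm. Compound treatment lasted 48 hr at 37 C in 5% CO2 before staining.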
HT1080-NT tox = kills 2HG-producing HT-1080-NT fibrosarcoma cells; Potency, µM (titrated, usually from 46.1 µM), for the others: at the highest dose activity, negative = less viability, actives largely listed as cytotoxic; 360,000 tested, 1.6% active; HT-1080-NT fibrosarcoma viability, CellTiter-Glo ATP luminescence, 48 h;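 note: NT is the 2HG producing partner of a matched IDH1 knockdown line; potency is the fitted concentration of half-maximal effect; 0% = DMSO-treated cells and -100% = media-only wells without cells; nearly all actives have a fitted effect of over 55% in size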
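Viability by CellTiter-Glo luminescence after 48 h compound exposure at 37C of HT-1080-NT cells (750/well, RPMI, 5% FBS). % activity scaled between DMSO wells and medium-only wells, then curve-fitted and categorized by curve class.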
KB-3-1 tox = kills parental KB-3-1 adenocarcinoma cells. KB-3-1 viability, CellTiter-Glo ATP luminescence, 72 h. Potency, µM (highest dose often 46.1 µM), inactives show at the highest dose activity change, negative = cytotoxic, actives largely listed as cytotoxic. 400,000 tested, 1.4% active. AID 1347075; note: potency is the fitted concentration of half-maximal effect; % is set by controls: 0 for no effect and ±100 for the full control effect; nearly all actives have a fitted effect of over 60% in size
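KB-3-1 parental drug-naive adenocarcinoma cells in DMEM/10% FBS, incubated 72 h at 37 C with pin-transferred compounds across a concentration series. Viability by CellTiter-Glo luminescence; concentration-response curves fitted after normalization.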
GLP1R cytotox = cytotoxicity in counter-screen for GLP-1R inverse agonists; Potency, µM (doses to about 38.3 µM), inactives show at the top dose activity change, negative = inhibition, hits mostly inhibitors; 410,000 tested, 0.13% active; HEK293 cAMP-luciferase reporter cells, luminescence, 24 h;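 note: loss of luciferase light is scored as toxicity; potency is the fitted concentration of half-maximal effect; % is set by controls: 0 for no effect and ±100 for the full control effect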
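A 23 nL compound transfer followed 12 hours of cell culture at 37 deg C; exposure then lasted 24 hr. Luciferase assay detection reagent was dispensed and plates read for luminescence after a 12 min room-temperature wait.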
D3 ag = activates the human D3 dopamine receptor; 410,000 tested, 0.58% active; max activation, %; D3R DiscoveRx beta-arrestin cells, luminescence, 90 min; P35462; in the data active = max activation above about 30%; note: 0% is about no effect; mostly tested at two doses, the higher about 12 µM
Target sequence (P35462 whole entry, looked up): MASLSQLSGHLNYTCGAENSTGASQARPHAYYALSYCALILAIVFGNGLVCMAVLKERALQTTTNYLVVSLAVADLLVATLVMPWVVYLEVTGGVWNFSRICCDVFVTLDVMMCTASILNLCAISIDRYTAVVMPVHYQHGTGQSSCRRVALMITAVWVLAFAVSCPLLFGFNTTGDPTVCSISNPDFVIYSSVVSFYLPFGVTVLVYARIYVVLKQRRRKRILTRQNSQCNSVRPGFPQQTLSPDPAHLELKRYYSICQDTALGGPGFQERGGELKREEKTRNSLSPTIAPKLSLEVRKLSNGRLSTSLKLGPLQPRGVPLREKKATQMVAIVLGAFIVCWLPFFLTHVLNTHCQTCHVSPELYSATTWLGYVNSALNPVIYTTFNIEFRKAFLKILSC
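Cells at 1500/well, incubated overnight, then treated with pinned compounds (dopamine as control) for 90 min at 37 degrees C. DiscoveRx reagent added for 30 - 60 minutes at room temperature; luminescence read.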
KB-V1 cytotox = kills drug-selected multidrug resistant KB-V1 cells. KB-V1 MDR cells viability, CellTiter-Glo, 72 h. Potency, µM (highest dose often 46.1 µM), inactives show at the top dose activity change, negative = cytotoxicity, actives largely listed as cytotoxic. 400,000 tested, 3.4% active. AID 1347076; note: potency is the fitted concentration of half-maximal effect; % is set by controls: 0 for no effect and ±100 for the full control effect; nearly all actives have a fitted effect of over 60% in size
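Luminescent ATP read-out (CellTiter-Glo, 10 min) measures survival of drug-selected KB-V1 MDR cells after 72 h, 37 degrees C compound exposure. Medium: phenol-red-free DMEM, 10% FBS. Values from fitted concentration-response curves.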
IL1B secr inh = blocks inflammasome-driven IL-1 beta release | 360,000 tested, 4.7% active | activity change, % at 57.5 µM | THP-1 LPS/ATP IL-1B secretion, AlphaLISA, 16 h; hits give low values; in the data active = activity change below about -50%; inconclusive = mostly about -30% to -49%; note: % is set by controls: 0 for no effect and ±100 for the full control effect
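Secreted IL-1B measured by AlphaLISA bead assay after 16 h compound exposure of THP-1 cells; compounds (final up to 57.5 uM) added 1 h before LPS (250 ng/mL) and ATP (1.25 mM) stimulation; lower signal means less secretion.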
MCF10A rereplic = inducers of DNA re-replication in MCF 10A breast cells. MCF 10A DNA re-replication, Hoechst nuclear intensity, 48 h. Potency, µM (titrated, usually from 46.1 µM), inactives show top-dose activity, positive = re-replication, hits mostly activators. 350,000 tested, 2.9% active; note: potency is the fitted concentration of half-maximal effect; % of control where 0% means no effect; nearly all actives have a fitted effect of over 50% in size
HT1080 IDH1KD tx = HT-1080 IDH1 knockdown cell toxicity (counter line); HT-1080 IDH1 knockdown viability, ATP luminescence, 48 h; Potency, µM (highest dose often 46.1 µM), without a hit: top-dose activity, negative = toxicity, hits mostly cytotoxic; 360,000 tested, 2% active; AID 686971;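 note: potency is the fitted concentration of half-maximal effect; 0% = DMSO wells and -100% = cell-free medium wells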
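Knockdown cells (IDH1KD HT-1080) received compounds 2 h after plating at 750 cells/well and were kept 48 h at 37 °C in 5% FBS RPMI. A CellTiter-Glo luminescence read gave % activity for curve fitting.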
An asterisk follows results filed as active; ? = inconclusive; / = not tested or not shown; [ ] = dose if it differs, or a comment. Unless noted, calls come from the whole dose curve; as a rule, active = well fitted curve in the direction sought with a large enough effect; inconclusive = small, poorly fitted or top-dose-only effect, or another doubt; inactive = no such curve, though single readings can be large; an effect the other way counts as inactive or inconclusive. Rows are unselected. Share with any hit: about 11%.

SMILES | SW480 rerep | HT1080-NT tox | KB-3-1 tox | GLP1R cytotox | D3 ag | KB-V1 cytotox | IL1B secr inh | MCF10A rereplic | HT1080 IDH1KD tx
CC[C@@]1(C(=O)OC)N[C@H](CN(C)C(=O)Nc2ccc(C(F)(F)F)cc2)[C@@H]2C(=O)N(Cc3ccccc3)C(=O)[C@@H]21 | -1.0% | 4.7% | 0.0% | 1.4% | 4.1 | -0.1% | -19.0 | -11.3% | -1.5%
N#Cc1nc(COc2ccccc2)oc1N1CCCCCC1 | -2.1% | 12.7% | -11.2% | -21.6% | -0.4 | -3.9% | -29.4 | ? | 7.2%
O=S(=O)(Cc1ccc(Cl)cc1)N1CCN(Cc2ccc3c(c2)OCO3)CC1 | -52.3%[inhibitor] | -1.7% | 3.6% | 7.9% | 1.9 | -29.9% | 7.5 | 24.9% | 12.0%
COc1cccc(NC(=O)C(C)Oc2ccccc2)c1 (stereo unspecified) | 7.8% | 4.5% | 12.5% | 18.8% | 2.4 | 8.7% | -8.8 | 15.0% | -2.8%
FC(F)(F)c1ccccc1NC(=S)N1CCc2ccccc2C1 | -32.8%[inhibitor] | -2.5% | -14.9% | 3.4% | 0.7 | ? | 17.1 | 2.8% | ?
Cc1ccsc1/C=C1\CCc2ccccc2C1=O | -0.2% | ? | -3.2% | 3.0% | -3.5 | -3.2% | -2.4 | 21.1% | ?
CCOc1cccc(C2c3c(oc4ccc(F)cc4c3=O)C(=O)N2CCc2ccc(OC)cc2)c1 (stereo unspecified) | / | / | 14.3% | 1.9% | 0.2 | 9.5% | / | / | /
c1ccc(-c2cnc(CSc3ncnc4sccc34)o2)cc1 | 11.6% | 1.7% | -15.1% | -17.7% | -3.5 | -26.1% | -3.1 | 22.9% | 2.4%
Nc1n[nH]c(-c2cccc([N+](=O)[O-])c2)n1 | 0.1% | 3.1% | 5.5% | -2.8% | 6.4 | 23.1% | 18.1 | -2.8% | 6.3%
Cc1nc2cc(NS(=O)(=O)c3cccc(F)c3)ccc2s1 | -5.6% | 2.7% | 0.7% | -0.8% | -7.9 | -13.9% | 24.9 | 3.2% | 1.9%
O=C(NN1C(=O)C2C3c4ccccc4C(c4ccccc43)C2C1=O)C1CC1 (stereo unspecified) | -20.1% | -1.2% | 7.9% | -1.7% | 5.0 | -0.3% | -0.8 | -8.2% | -10.3%
Cc1ccccc1C(=O)Nc1cccc(C#N)c1 | 0.4% | -1.6% | -10.0% | -8.4% | 20.6 | 2.1% | 9.1 | 1.5% | -2.2%
C=CCN1C(=O)NC2(CCCCC2)C1=O | 0.9% | ? | -2.5% | -10.7% | 3.5 | 11.4% | 0.0 | -8.5% | 15.5%
COc1ccc(/C=N/NC(=O)CN(c2ccc(OC)cc2)S(=O)(=O)c2ccccc2)cc1 | ? | 0.9% | 1.3% | -5.4% | 0.9 | 8.9% | -1.5 | 17.1% | -8.6%
O=C(Nc1cccc([N+](=O)[O-])c1)c1cc(S(=O)(=O)Nc2ccccn2)ccc1Cl | -4.0% | 4.0% | 0.0% | 20.4% | -1.8 | 3.4% | 4.8 | 2.6% | 2.0%
Cc1ccc(-c2cc(N)n(-c3ccccc3)n2)cc1 | -3.4% | 1.6% | -21.0% | -13.8% | 7.6 | 1.6% | ? | -0.6% | -1.4%
Cc1nn(CC(=O)N2CC(=O)Nc3ccccc32)c(C)c1[N+](=O)[O-] | -6.1% | 10.4% | 11.6% | 8.7% | 2.3 | -3.5% | -9.0 | -9.0% | 8.1%
COC(=O)c1cccc(C(=O)N2CCC(CCC(=O)NCc3ccc(F)cc3)CC2)c1 | 18.2% | 2.1% | -0.4% | -0.7% | 4.5 | 15.4% | 26.7 | -0.9% | 1.1%
CCCn1c2ccc(/C(C)=N\O)cc2c2cc(/C(C)=N/O)ccc21 | -1.2% | 0.6% | -0.6% | -13.4% | -0.3 | 2.7% | 39.5 | -4.1% | -5.1%
Cc1[nH]n(-c2ccccc2)c(=O)c1/C=N/N1CCOCC1 | -6.3% | -7.2% | -14.3% | 2.3% | 3.2 | 1.9% | 13.4 | 4.3% | -16.7%
Cc1nc(NC(=O)c2cncc(Br)c2)ccc1Br | 9.3% | -1.3% | -3.9% | -2.2% | -7.9 | -16.0% | -12.7 | 7.4% | 19.5%
COc1cc(C=NOC(=O)Nc2ccccc2)cc(OC)c1OC | -2.0% | 2.4% | 3.3% | 0.6% | 6.5 | -15.4% | -24.7 | -1.7% | 4.9%
O=C(c1ccc(Cl)c(Cl)c1)N1CCC(=O)N(C(COCc2ccccc2)Cc2ccccc2)CC1 (stereo unspecified) | ? | ? | -22.9% | ? | 16.5 | ? | ? | ? | ?
O=S(=O)(Nc1ccc(S(=O)(=O)Nc2nccs2)cc1)c1ccc2c(c1)OCCO2 | ? | -20.0% | -1.3% | -1.1% | 1.9 | -7.9% | 37.8 | 20.6µM* | ?
CCOC(=O)C1=CN(Cc2ccco2)S(=O)(=O)N(CC)C1c1cccc(OC)c1 (stereo unspecified) | 14.8% | -4.0% | 0.0% | 1.4% | -11.8 | 0.0% | -14.3 | 28.6% | -2.6%
O=c1c2ccccc2[nH]c(=S)n1Cc1ccc2c(c1)OCO2 | -2.4% | -1.3% | -4.2% | 0.3% | 1.3 | 6.1% | 11.2 | ? | -29.5%
O=C(CN1C(=O)c2ccccc2S1(=O)=O)NC1CCCCCC1 | 1.1% | ? | 11.0% | 2.5% | 5.0 | ? | -5.2 | 8.0% | -0.3%
CCOc1ncccc1C(=O)OCCN1C(=O)c2ccccc2C1=O | -10.2% | -1.9% | -19.7% | 1.9% | 1.5 | -6.9% | 21.4 | -2.3% | 0.8%
CC1CCCN(C2(O)C(=O)Nc3ccc(Br)cc32)C1 (stereo unspecified) | -23.6% | 12.9% | 2.8% | -11.7% | 2.0 | -3.9% | -6.5 | 2.3% | 0.3%
COc1ccccc1NC(=O)CNC(=O)Cn1cnc2sc(C)c(C)c2c1=O | ? | ? | -3.7% | -9.3% | 4.0 | 8.2% | 35.7 | 1.2% | ?
Cc1cc(C)c(C)c(S(=O)(=O)N2CCC(C(=O)NC3=NCCS3)CC2)c1C | -5.9% | -4.6% | -13.7% | 4.4% | -2.8 | -7.4% | -23.1 | 13.7% | 4.3%
COc1ccccc1CC1(C)C(=O)Nc2c(Cl)cccc21 (stereo unspecified) | / | -0.5% | 0.0% | 9.5% | -15.8 | 8.0% | 17.4 | / | 0.0%
COc1ccc(C2CCCN2C(=O)Nc2ccc(Cl)cc2)cc1OC (stereo unspecified) | -8.9% | 9.2% | -5.0% | 1.7% | 3.9 | -5.4% | 6.1 | -3.2% | 7.2%
CC1(C(=O)NS(=O)(=O)c2ccccc2)CCN1C(=O)Cc1ccc(-c2ccccc2)cc1 (stereo unspecified) | / | 13.0% | 0.0% | 4.6% | 4.4 | 2.7% | -14.7 | / | 13.0%
COc1ccccc1CNC(=O)COC(=O)c1cccc(-n2cnnn2)c1 | 6.9% | 3.9% | 9.0% | -2.5% | -8.3 | 0.0% | 44.1 | 0.0% | 15.5%
CCN1CCN(CC(=O)Nc2ccc(Cl)c(Cl)c2)C(=O)C1=O | 4.7% | -5.4% | -3.5% | 1.6% | -5.5 | 2.5% | -3.4 | 2.5% | -0.3%
Cc1cccc(C)c1NC(=O)N1C2CCCC1CC(NC(=O)C(C)(C)C)C2 (stereo unspecified) | -1.1% | 4.4% | 11.2% | -6.7% | 1.3 | -2.0% | 10.6 | 5.7% | 0.3%
CC(C)c1ccc(S(=O)(=O)N2CCN(C(=O)CN3C(=O)NC(C)(c4ccccc4)C3=O)CC2)cc1 (stereo unspecified) | -9.9% | 11.4% | 2.1% | -1.6% | 0.8 | -2.1% | -0.6 | 1.7% | 19.4%
Cc1cccc(-c2noc(CCCC(=O)Nc3ccc(C(N)=O)cc3)n2)c1 | -7.8% | 9.6% | 5.4% | -29.9% | 3.7 | -22.5% | 30.8 | -1.9% | -24.5%
COCCCNC(=S)N(CCN(C)C)Cc1cc2cc3c(cc2[nH]c1=O)OCCO3 | -9.5%[9.22 µM] | 12.2% | 0.5% | -3.8% | 5.1 | ? | 30.9 | -4.2% | 11.8%
CC(=O)c1ccc(OCCn2cnc3ccccc32)cc1 | -0.9% | 0.1% | -6.0% | -1.2% | -0.5 | -3.7% | 7.3 | ? | 0.3%
CC(NC1CCCC1)c1ccccc1 (stereo unspecified) | 2.0% | 7.6% | 3.4% | 7.0% | -20.9 | 1.7% | 5.9 | -1.2% | 2.9%
Cc1ccc(SCc2c(C(=O)N/N=C/c3ccco3)nnn2-c2nonc2N)cc1 | / | 1.4% | 6.7% | 9.8% | 3.7 | -1.0% | -4.2 | / | -1.8%
CSc1ncnc2c1ncn2CCCNCCc1ccccn1 | / | -0.9% | 7.0% | 1.6% | -11.7 | -4.4% | -3.1 | / | -2.5%

Compound profiles (already shown). Order of values: SW480 rerep	HT1080-NT tox	KB-3-1 tox	GLP1R cytotox	D3 ag	KB-V1 cytotox	IL1B secr inh	MCF10A rereplic	HT1080 IDH1KD tx
CC(C)c1ccc(S(=O)(=O)N2CCN(C(=O)CN3C(=O)NC(C)(c4ccccc4)C3=O)CC2)cc1 (stereo unspecified) as listed: -9.9%	11.4%	2.1%	-1.6%	0.8	-2.1%	-0.6	1.7%	19.4%
O=C(Nc1cccc([N+](=O)[O-])c1)c1cc(S(=O)(=O)Nc2ccccn2)ccc1Cl as listed: -4.0%	4.0%	0.0%	20.4%	-1.8	3.4%	4.8	2.6%	2.0%

Assay outcomes: PubChem BioAssay, National Center for Advancing Translational Sciences (NCATS)
